Screens from PubChem.
USP1-UAF1 inh: Inhibitors of USP1/UAF1: Primary Screen; recombinant USP1/UAF1, Ub-Rhodamine cleavage fluorescence; Potency, µM (doses to about 57.1 µM), without a hit: top-dose activity change, negative = inhibition, usual class: inhibitors; 390,000 tested, 0.23% active; also: potency is read from the fitted curve at half-maximal effect; % is scaled to controls: 0 for no effect and ±100 for the full control effect; nearly all actives have a fitted effect of over 60% in size; inactives centre near -12
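USP1/UAF1 complex at 1 nM was preincubated with compound for 15 min at room temperature, then Ub-Rho substrate (150nM final) was added. Fluorescence (480/540 nm) was read kinetically, 6 reads every 60 seconds.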
IDH1 R132H inh: qHTS for Inhibitors of mutant isocitrate dehydrogenase 1 (IDH1): qHTS. IDH1-R132H enzyme, NADPH consumption, diaphorase/resazurin fluorescence. 390,000 tested, 0.093% active. Isocitrate dehydrogenase [NADP] cytoplasmic (Homo sapiens), O75874. Potency, µM (highest dose often 76.6 µM), for inactives: at the top dose activity change, negative = inhibition, most hits filed as inhibitors; also: potency is read from the fitted curve at half-maximal effect; % is scaled to controls: 0 for no effect and ±100 for the full control effect; nearly all actives have a fitted effect of over 65% in size
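IDH1-R132H (0.5 ug/mL) preincubated 30 min with compound, then NADPH (0.016 mM) and alpha-KG (2 mM) added; 80 min at RT, pH 7.5. Remaining NADPH coupled via diaphorase/resazurin to fluorescence (540/590 nm); concentration-response curves normalized to no-enzyme control.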
TRHR ag: qHTS for Small Molecule Agonists and Allosteric Enhancers of Human TRH Receptor: Primary Screen for Agonists; Thyrotropin-releasing hormone receptor (Homo sapiens), P34981; TRHR cells, calcium flux fluo-8, FDSS agonist mode; activation, % at 2 µM; 360,000 tested, 0.18% active; AID 493084, 2011; in the data active = activation above about 30%; also: 0% is about no effect
Target sequence (P34981 whole entry, looked up): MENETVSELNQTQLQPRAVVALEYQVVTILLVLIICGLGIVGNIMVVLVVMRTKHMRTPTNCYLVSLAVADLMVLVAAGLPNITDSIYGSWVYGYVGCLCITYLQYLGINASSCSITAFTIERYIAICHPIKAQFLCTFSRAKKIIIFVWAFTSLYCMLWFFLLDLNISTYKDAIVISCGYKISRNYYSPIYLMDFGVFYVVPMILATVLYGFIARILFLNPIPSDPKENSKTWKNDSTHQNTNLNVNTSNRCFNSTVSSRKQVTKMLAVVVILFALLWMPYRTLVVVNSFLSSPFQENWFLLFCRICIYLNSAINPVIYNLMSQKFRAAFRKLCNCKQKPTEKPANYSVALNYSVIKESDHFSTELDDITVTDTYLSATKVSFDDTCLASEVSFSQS
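Steps: seed TRHR cells overnight; add fluo-8 no-wash Ca dye, RT 30 min–1.5 h; record 10 s baseline; pin-transfer compounds; monitor fluorescence 1 cycle/s for the agonist window. Calcium increases flag candidate agonists.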
PI4K2A block: qHTS for small molecular inhibitors of PI4K2A. purified PI4K2A, ADP-Glo luminescence, 1 h; active compounds read low. activity change, negative = inhibition, % at 76.9 µM. Phosphatidylinositol 4-kinase type 2-alpha (Homo sapiens), Q9BTU6. 420,000 tested, 0.13% active. AID 1346378, 2018; in the data active = activity change below about -50%; inconclusive = mostly about -30% to -49%;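 also: -100% = wells without enzyme as full effect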
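PI4K2A activity was measured by ADP-Glo luminescence: enzyme (4 ug/mL stock) and phosphatidylinositol (1.2 mM stock) in Tris pH 7.5/MgCl2/EGTA/Triton X-100 buffer were reacted with ATP (300 microM stock) for one hour at ambient temperature.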
TRHR PAM: qHTS for Small Molecule Agonists and Allosteric Enhancers of Human TRH Receptor: Primary Screen for Enhancers. Thyrotropin-releasing hormone receptor (Homo sapiens), P34981. 360,000 tested, 0.66% active. enhancement, % at 2 µM. AID 493056, 2011. TRHR cells, fluo-8 calcium fluorescence, EC20 TRH enhancement; in the data active = enhancement above about 30%; also: 0% is about no effect
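Enhancer read-out: after compound pinning and an initial kinetic agonist-mode read, an EC20 of TRH (10 nM final) was injected and fluo-8 calcium signal (Ex 480/Em 530) followed at 1 s/cycle for 100 cycles in TRHR-expressing cells.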
rTrxR1 inhibitor: qHTS Assay for Inhibitors of Mammalian Selenoprotein Thioredoxin Reductase 1 (TrxR1): qHTS; recombinant rTrxR1, NADPH fluorescence consumption, selenite substrate; Potency, µM (doses to about 114 µM), for inactives: at the highest dose activity change, negative = inhibition, actives largely listed as inhibitors; 390,000 tested, 1% active; AID 588453, 2011; also: potency is read from the fitted curve at half-maximal effect; % is scaled to controls: 0 for no effect and ±100 for the full control effect; nearly all actives have a fitted effect of over 65% in size
Target sequence (O89049 whole entry, looked up): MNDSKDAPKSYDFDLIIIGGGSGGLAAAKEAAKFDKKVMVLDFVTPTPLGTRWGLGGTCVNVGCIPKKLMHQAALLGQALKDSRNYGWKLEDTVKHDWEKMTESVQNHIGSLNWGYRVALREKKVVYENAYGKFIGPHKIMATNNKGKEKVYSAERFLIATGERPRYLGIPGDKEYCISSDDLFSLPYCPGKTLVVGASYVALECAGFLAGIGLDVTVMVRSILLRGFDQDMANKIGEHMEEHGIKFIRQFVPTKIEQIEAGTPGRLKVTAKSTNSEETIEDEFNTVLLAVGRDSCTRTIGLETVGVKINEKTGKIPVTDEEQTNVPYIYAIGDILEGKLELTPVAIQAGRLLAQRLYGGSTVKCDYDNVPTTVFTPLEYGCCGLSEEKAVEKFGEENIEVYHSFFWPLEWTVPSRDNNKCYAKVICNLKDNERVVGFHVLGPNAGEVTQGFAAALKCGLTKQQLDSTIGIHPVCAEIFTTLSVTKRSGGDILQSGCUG
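Rat TrxR1 (90 nM in the dispensed reagent) was pre-reduced with 400 uM NADPH for 5 min at room temperature, then incubated with compound for 15 min. After 400 uM selenite was added, NADPH fluorescence (Ex 340/Em 450 nm) was followed for 8 min.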
D2 antag: HTS Assay for Allosteric Antagonists of the Human D2 Dopamine Receptor: Primary Screen for Antagonists; D(2) dopamine receptor (Homo sapiens), P14416; HEK293 TREx D2 cells, calcium flux, dopamine EC80; inhibition, % at 10 µM; 340,000 tested, 2% active; in the data active = inhibition above about 30%; also: 0% is about no effect
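HEK293 T-REx D2 cells, tet-induced, calcium dye no-wash. Cpd pintool add, 180 s kinetic, then EC80 DA, 180 s kinetic. Ca flux read.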
TrxR1 substrate: qHTS Assay for Substrates of Mammalian Selenoprotein Thioredoxin Reductase 1 (TrxR1): qHTS. purified TrxR1 substrate turnover, NADPH consumption readout. Thioredoxin reductase 1, cytoplasmic (Rattus norvegicus), O89049. 390,000 tested, 0.01% active. Potency, µM (doses to about 114 µM), for inactives: top-dose activity change, negative = substrate turnover; also: potency is read from the fitted curve at half-maximal effect; % is scaled to controls: 0 for no effect and ±100 for the full control effect; nearly all actives have a fitted effect of over 50% in size
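Rat TrxR1, dispensed at 90 nM, was prereduced with 400 uM NADPH (final) for 5 min at ~22 deg C, then incubated with compound 15 min before 400 uM selenite. A first-read NADPH fluorescence drop versus no-compound background flagged substrates.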
D2 ag: HTS Assay for Allosteric Agonists of the Human D2 Dopamine Receptor: Primary Screen for Agonists | D(2) dopamine receptor (Homo sapiens), P14416 | HEK293 T-REx D2 cells, calcium flux agonist mode | activation, % at 2 µM | 340,000 tested, 0.53% active | AID 485358, 2010;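 active = activation over 3 SD above normal in the single-dose calcium agonist read, cut at about 30% in these data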; also: 0% is about no effect
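Tetracycline-induced HEK293 T-REx cells with force-coupled D2 receptor, plated overnight at 30 C, loaded with no-wash calcium dye. After a 10 s baseline, compound was pin-added and calcium flux read kinetically for 180 s; calcium rises flagged agonists.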
* hit, by the source's call; ? = inconclusive; . = no result given; & = joins results of further samples; [ ] = remark or other dose. Unless noted, calls follow the shape of the dose curve; as a rule, active = well fitted inhibition curve with a large enough effect; inconclusive = small, poorly fitted or top-dose-only effect; inactive = no such curve, though single readings can be large or run the other way.

canonical_smiles | USP1-UAF1 inh | IDH1 R132H inh | TRHR ag | PI4K2A block | TRHR PAM | rTrxR1 inhibitor | D2 antag | TrxR1 substrate | D2 ag
CCn1c(C(=O)N2CCCC(C(=O)NCCc3ccc(C)cc3)C2)cc2sccc21 (stereo unspecified) | -3% | 5% | 0.0 | -2 | 9 | 9% | 4 | -6% | -1.7
O=C(CNS(=O)(=O)c1ccc(F)cc1)Nc1ccc(C(F)(F)F)cc1 | -9% | 1% | 0.3 | 1 | -8 | 4% | -9 | -9% | -0.9
Cc1ccc(NC(=O)CS(=O)CC(=O)N(CC(=O)NC2CCCC2)c2ccc3c(c2)OCCO3)cc1 (stereo unspecified) | ? | -3% | -0.4 | 2 | -5 | -18%[57.1 µM] | -1 | 5%[57.1 µM] | 0.0
CCCS(=O)(=O)N1CCC(n2c(C)nc3cccnc32)CC1 | 1% | -14% | 0.6 | -1 | -4 | 4%[57.1 µM] | . | 3%[57.1 µM] | 0.7
Cc1cccc(C(=O)Nc2ccc(C(=O)N3CCCCC3C)cc2)c1 (stereo unspecified) | -16% | 9% | -1.0 | -7 | 1 | 4% | 5 | 0% | -0.4
c1ccc(CCCNc2ncnc3nc[nH]c23)cc1 | -11% | 3% | -0.1 | -7 | -2 | 3%&24% | 10 | 1%&9% | -2.6
COc1ccc(NC(=O)CCN2C(=O)c3ccccc3S2(=O)=O)c(OC)c1 | -10% | 4% | -0.3 | 2 | 3 | 8% | 9 | -3% | -0.2
Cc1ccc(S(=O)(=O)N2CCOCC2)cc1NC(=O)CNc1ccccc1N1CCCC1=O | -5% | 1% | 0.3 | -1 | -4 | -10% | 14 | -10%[57.1 µM] | 0.8
Cc1ccc(CCN=c2c([N+](=O)[O-])nn(-c3ccccc3)n2O)cc1 | -16% | 7% | 1.7 | -4 | -6 | 17%[57.1 µM] | 6 | 8%[57.1 µM] | 0.6
CC1(C)C(c2ccccc2)=NC(c2ccccc2)N1O (stereo unspecified) | -3% | 3% | -2.3 | 3 | 8 | 14% | . | -2% | .
CC(C)CN(CC(C)C)C(=O)Nc1ccc(F)cc1F | -20% | 0% | 0.2 | -4 | 3 | 8% | -10 | 7% | -0.3
CCOc1ccc(C2C(=O)N(C3CCCCCC3)CC(=O)N2CCc2ccccc2)cc1OC (stereo unspecified) | 1% | 0% | -0.4 | -9 | -8 | 18%[57.1 µM] | . | 0%[57.1 µM] | 0.9
CCCc1c(C(=O)NNc2ccccc2OC)cnn1-c1ccccc1 | -12% | 6% | 0.6 | -3 | 5 | -4% | . | -8% | .
Cc1c(Cl)cccc1NC(=O)C1C2C=CC(C2)C1C(=O)O (stereo unspecified) | -21% | -1% | -0.6 | 2 | 2 | 15%[57.1 µM] | 3 | 9%[57.1 µM] | -1.9
CC(Sc1nc2ccccc2c(=O)n1CCCN1CCOCC1)C(=O)N1CCc2ccccc21 (stereo unspecified) | -5% | -6% | . | 0 | . | 8% | . | 2% | .
COc1ccccc1CNCc1cccs1 | -21% | 1% | 0.6 | -3 | -4 | 6%[57.1 µM] | 0 | 7%[57.1 µM] | -0.3
O=C(O)C1Cc2ccccc2CN1C(=O)c1ccccc1Cl (stereo unspecified) | -3% | 0% | -0.6 | 2 | 17 | 9% | -4 | 9% | 0.1
Clc1cccc(Nc2nc(-c3ccncc3)nc3ccccc23)c1 | -26% | 1% | 0.6 | -2 | 1 | 10%[57.1 µM] | -2 | -19%[57.1 µM] | 0.4
CCCCCCSc1nc2c(c(=O)[nH]c(=O)n2C)n1C | -16% | 13% | -0.8 | 1 | -8 | 5%[57.1 µM] | -13 | -8%[57.1 µM] | -0.5
COc1ccc(C2C=C(C)Nc3nc4ccccc4n32)cc1 (stereo unspecified) | -18% | 2% | 1.7 | 3 | 2 | 9%[57.1 µM] | . | 8%[57.1 µM] | .
Cc1ccccc1N(C)S(=O)(=O)c1nnc(NC(=O)c2ccccc2F)s1 | ? | 11%&12% | 0.3&0.0 | -2&-2 | -1&9 | -7%&-12% | -14 | -6%&-12% | 0.3&0.7
COc1ccc(S(=O)(=O)N2CCN(c3ccccc3OC)CC2)cc1-c1noc(C)n1 | -18% | 13% | -1.0 | -1 | 2 | 18% | . | 1% | -1.1
COc1ccc(N2CCN(C(=O)C3CCN(C(=O)c4ccccc4Cl)CC3)CC2)cc1 | ? | -2% | -0.1 | 0 | 2 | 13% | 7 | 9% | 2.9
Cc1sc2ncnc(SCc3ccc(C(=O)O)cc3)c2c1C | -20% | 8% | -1.0 | -10 | 14 | 10% | -7 | 9% | 4.2
Cc1nn(-c2ccc(Cl)cc2)c(Cl)c1/C=N/NC(=O)c1ccc(NS(=O)(=O)c2cccs2)cc1 | -29% | -9% | . | -3 | . | -18% | . | -8% | .
CCN(CC)CCCNC(=O)c1cc2c(Cl)nc3ccccc3c2s1 | -18% | 4% | 2.2 | -2 | 10 | -18% | -1 | -10% | 0.9
CC(=O)OC1=CN(Cc2ccccc2)S(=O)(=O)c2ccccc21 | -18% | 34%[activator] | -0.8 | 2 | -2 | 11% | . | -4% | -0.9
O=C(Nc1nc(-c2ccccc2)cs1)C1CCCO1 (stereo unspecified) | -8% | 7% | 1.0 | -2 | 1 | 8% | -17 | 4%[57.1 µM] | -1.1
COc1ccc(-c2nc3cc(C(C)C)ccc3o2)cc1NC(=O)COc1ccc(C)cc1C | -25% | -6% | -0.4 | 2 | 6 | 45% | . | 22% | 0.2
Cc1ccc(S(=O)(=O)Nc2ccc(N3CCOCC3)cc2)cc1[N+](=O)[O-] | -24% | 13% | 0.0 | 2 | 0 | 13%[57.1 µM] | -8 | 6%[57.1 µM] | 1.0
CC(SC(C)C(=O)NN=Cc1c[nH]c2ccccc12)C(=O)NN=Cc1c[nH]c2ccccc12 (stereo unspecified) | -8% | 2% | . | 0 | . | 8%[2.29 µM] | . | -11%[57.1 µM] | .
O=C(c1cc(C2CC2)nn1-c1ccccc1)N1CCN(S(=O)(=O)c2c(F)cccc2F)CC1 | -20% | 7% | 0.1 | 2 | -9 | 16% | . | 2% | .
CC(=O)N1c2ccc(S(=O)(=O)N3CCC(C(=O)NCc4ccc(Cl)cc4)CC3)cc2CC1C (stereo unspecified) | -3% | -2% | -0.8 | 3 | 6 | 3% | 19 | -9% | -0.3
Cc1ccccc1C(=O)N1CCN(c2ccc(NC(=O)c3ccc([N+](=O)[O-])o3)cc2)CC1 | -15% | 9% | 0.6 | -1 | -3 | -8% | -3 | -3% | 0.6
CCN(CC)C(=O)Cn1cc(SCC(=O)NC2CCCC2)c2ccccc21 | -4% | 7% | 0.2 | 2 | 0 | 9%[57.1 µM] | -7 | -14%[57.1 µM] | 0.2
COc1ccc(CCNC(=O)C(=O)NCC(c2ccc3c(c2)OCO3)N2CCOCC2)cc1 (stereo unspecified) | -6% | -9% | 0.7 | -6 | -7 | 19%[57.1 µM] | . | 4%[57.1 µM] | 0.1
O=P(Cc1cc(Br)cc(Br)c1OCCO)(c1ccccc1)c1ccccc1 | 3% | 2% | -0.3 | -1 | -7 | 6% | -11 | 1%[57.1 µM] | 0.5
O=C(c1ccco1)N(Cc1cccnc1)c1nc2c(F)cccc2s1 | 5% | -9% | -0.1 | 0 | -1 | 0%[57.1 µM] | . | 1%[57.1 µM] | -0.4
CC1CCCCN1C(=O)CSc1nnc(-c2cccc(Cl)c2)o1 (stereo unspecified) | -19% | 12% | -0.7 | -4 | -3 | -2% | . | -6% | -2.8
Cc1ccc(S(=O)(=O)N2[C@@H](c3ccccc3)C(C(=O)O)=CC[C@H]2c2ccc(Cl)cc2)cc1 | 13% | 4% | -0.2 | -3 | -2 | 11% | 4 | -4% | -0.3
CC(C)OC(=O)CSc1ncnc2c1cnn2-c1ccccc1 | -18% | 5% | -0.8 | -11 | 4 | 28% | 8 | 18% | 0.6
COc1ccc(CCNC(=O)CN2CCC(n3nnc4cc(F)ccc43)CC2)cc1OC | -7% | -5% | -0.1 | 1 | -9 | 8% | -25 | 5% | 0.4

For convenience, some entries already given:
canonical_smiles | USP1-UAF1 inh | IDH1 R132H inh | TRHR ag | PI4K2A block | TRHR PAM | rTrxR1 inhibitor | D2 antag | TrxR1 substrate | D2 ag
O=P(Cc1cc(Br)cc(Br)c1OCCO)(c1ccccc1)c1ccccc1 | 3% | 2% | -0.3 | -1 | -7 | 6% | -11 | 1%[57.1 µM] | 0.5
O=C(c1ccco1)N(Cc1cccnc1)c1nc2c(F)cccc2s1 | 5% | -9% | -0.1 | 0 | -1 | 0%[57.1 µM] | . | 1%[57.1 µM] | -0.4
CC1CCCCN1C(=O)CSc1nnc(-c2cccc(Cl)c2)o1 (stereo unspecified) | -19% | 12% | -0.7 | -4 | -3 | -2% | . | -6% | -2.8
Cc1ccc(S(=O)(=O)N2[C@@H](c3ccccc3)C(C(=O)O)=CC[C@H]2c2ccc(Cl)cc2)cc1 | 13% | 4% | -0.2 | -3 | -2 | 11% | 4 | -4% | -0.3
CC(C)OC(=O)CSc1ncnc2c1cnn2-c1ccccc1 | -18% | 5% | -0.8 | -11 | 4 | 28% | 8 | 18% | 0.6
COc1ccc(CCNC(=O)CN2CCC(n3nnc4cc(F)ccc43)CC2)cc1OC | -7% | -5% | -0.1 | 1 | -9 | 8% | -25 | 5% | 0.4
